# Screening data from PubChem.
# CDK5 p35 inh – CDK5/p35 (human) kinase inhibition; Q00535+Q15078; hit rate 0.01% among 330,000; Recombinant CDK5/p35, ADP-Glo luminescence, 60 min; inhibition, % at 10 µM;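 active = highest replicate inhibition of at least 50% and at least 75% of replicates reaching 50%; inconclusive = only one of the two criteria met; inactive = both criteria failed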;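 also: plate controls were DMSO neutral control for no effect and GW8510 at 10 µM for full effect; many of its hits are not listed in these tables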
# Target sequence (Q00535 whole entry, looked up): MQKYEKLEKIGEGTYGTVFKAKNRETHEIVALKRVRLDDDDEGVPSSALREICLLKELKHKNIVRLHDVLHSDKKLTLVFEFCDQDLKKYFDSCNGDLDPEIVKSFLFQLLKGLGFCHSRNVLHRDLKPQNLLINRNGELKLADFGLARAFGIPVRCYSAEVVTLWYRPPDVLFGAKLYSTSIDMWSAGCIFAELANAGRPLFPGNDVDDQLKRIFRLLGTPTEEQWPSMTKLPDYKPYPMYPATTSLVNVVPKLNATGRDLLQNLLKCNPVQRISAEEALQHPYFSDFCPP
# Target sequence (Q15078 whole entry, looked up): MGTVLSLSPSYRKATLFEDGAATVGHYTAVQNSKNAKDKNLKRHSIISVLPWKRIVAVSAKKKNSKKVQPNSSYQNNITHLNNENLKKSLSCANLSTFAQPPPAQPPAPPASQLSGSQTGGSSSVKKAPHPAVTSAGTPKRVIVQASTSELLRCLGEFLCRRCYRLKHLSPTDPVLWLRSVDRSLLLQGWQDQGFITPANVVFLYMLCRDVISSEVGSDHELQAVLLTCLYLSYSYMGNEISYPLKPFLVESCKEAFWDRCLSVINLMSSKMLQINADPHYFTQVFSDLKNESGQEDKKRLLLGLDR
# PKA-R1A activ – PKA-R1A complex activation; hit rate 0.083% among 340,000; AID 504707; P00514+P68181; activation, % at 11.4 µM; PKA-R1A dissociation, Cy5-IP20 fluorescence polarization; scaled: DMSO 0%, 113 µM cGMP 100%;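 active = percent activation above the mean of all tested compounds plus 3 SD, cut at about 19% in these data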;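 also: higher means more PKAc released from R1A so a rise in polarization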
# MITF TRPM1 HTS – activators of MITF-driven TRPM1 promoter activity in SK-MEL-5 cells | SK-MEL-5 TRPM1-promoter luciferase, 24 h; % of positive control, neutral wells = 0 | activation, % at 12.5 µM | hit rate 0.75% among 300,000 | AID 588334;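 active = mean activation of at least 80% with every replicate also reaching 80%; inconclusive = mean reaches 80% but some replicate falls short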;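 also: 0% = neutral control wells and 100% = parthenolide positive control wells; values of inactives mirror those of a sister screen read the other way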
# dFosB activator – enhances mouse delta FosB homodimer DNA binding | P13346 | purified delta FosB, TAMRA-CDK5 oligo fluorescence polarization; percent of positive-control signal above neutral wells | activation, % at 25 µM | hit rate 0.99% among 340,000;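 active = mean activation above about 17%, with every replicate also reaching it, limit read from the data, passing the limit was not always enough; inconclusive = only one of the two conditions met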;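 also: fluorescence polarization rise as delta FosB binds a TAMRA Cdk5 AP-1 oligo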
# Target sequence (P13346 whole entry, looked up): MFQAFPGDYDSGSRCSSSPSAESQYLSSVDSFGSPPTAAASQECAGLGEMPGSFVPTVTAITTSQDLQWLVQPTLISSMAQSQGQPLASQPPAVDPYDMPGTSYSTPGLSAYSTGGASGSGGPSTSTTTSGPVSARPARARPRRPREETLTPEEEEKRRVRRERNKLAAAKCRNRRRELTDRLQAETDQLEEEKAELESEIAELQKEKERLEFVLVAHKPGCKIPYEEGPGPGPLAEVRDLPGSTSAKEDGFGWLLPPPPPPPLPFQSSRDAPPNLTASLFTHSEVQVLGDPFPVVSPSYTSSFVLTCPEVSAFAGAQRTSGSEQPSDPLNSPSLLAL
# NSD2 inh – NSD2 (human) methyltransferase inhibition. inhibition, % at 12.5 µM. NSD2 peptide methylation, AlphaScreen, 120 min. hit rate 0.54% among 310,000. O96028; in the data active = inhibition above about 50%
# Mot1-301 SUMO – SUMOylation pathway inhibition by Mot1-301 growth rescue; S. cerevisiae Mot1-301 growth rescue, ATP luminescence, 38.5C; percent above DMSO median, 100 means doubled; hit rate 1% among 320,000; growth rescue, % at 18.8 µM;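 active = every valid replicate shows activation above 250% relative to neutral control wells; inactive = the rest, any valid replicate at or below 250%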;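 also: OY570 slx delta 5 strain wells were the positive control but not used for scaling; some compounds called inactive have numbers as strong as hits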
# Arrestin-AP2 inh – inhibitors of human beta-arrestin and AP2 interaction; FITC-arrestin peptide / GST-AP2 beads, flow cytometry; AP2 beta2 appendage carries R879A mutation; inhibition, % at 10 µM; hit rate 0.31% among 340,000; AID 504490;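 active = inhibition above a set limit, near 3 SD of compounds lacking own fluorescence, cut at about 54% in these data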;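 also: plate controls were DMSO wells for no effect and 5 µM unlabelled arrestin peptide for full effect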
#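 System: GST-tagged AP2 beta2-adaptin appendage (R879A) on 4 µm glutathione beads / Reagent: FITC-arrestin peptide, 50 nM / Detection: HyperCyt-sampled flow cytometry, FL1 channel, ex 488/em 535 nm / Timing: 12 min plus 1 h, RT / Buffer or medium: PBS plus Tween 20 (0.05%) and BSA (0.1%)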
# SR-BI DiI inh – inhibitors of mouse SR-BI mediated HDL lipid uptake; Q61009; ldlA[mSR-BI] CHO cells, DiI-HDL uptake fluorescence, 3 h; inhibition, % at 12.5 µM; hit rate 0.96% among 320,000;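 active = mean replicate inhibition of at least 70% and a set share of replicates each scoring 70 or more; inconclusive = meets just one of the two criteria; inactive = fails both criteria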;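 also: 0% = median of neutral control wells and 100% = median of positive control wells; values of inactives mirror those of a sister screen read the other way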
# PKA-R2B activ – activators of human PKA-R2B complex; PKA-R2B holoenzyme dissociation, Cy5-IP20 fluorescence polarization; R2B truncated from residue 108, S112A mutant; 0% DMSO only, 100% 113 µM cGMP; hit rate 0.079% among 340,000; P22694+P31323; activation, % at 11.4 µM;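 active = activation above a cutoff set at the mean over all compounds plus 3 SD, cut at about 18% in these data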;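 also: higher means more holoenzyme dissociation and a rise in polarization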
# SR-BI uptake up – SR-BI HDL lipid transfer activation. CHO ldlA[mSR-BI] cells, DiI-HDL uptake fluorescence, 3 h; 100 = double the neutral-control signal. activation, % at 12.5 µM. hit rate 0.096% among 320,000;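 active = mean replicate activation of at least 60% and every replicate at or above 60%; inconclusive = mean or all-replicate condition met, but not both; inactive = mean below 60% and not all replicates reaching 60%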;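 also: 0% = median plate neutral-control signal and 100% = twice that signal; values of inactives mirror those of a sister screen read the other way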
#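 System: LDL receptor-deficient CHO ldlA cells overexpressing murine SR-BI | Timing: 3 h uptake period with compound, 37 °C | Medium: HEPES-buffered (25 mM, pH 7.4) F12 plus 0.5% BSA | Dosing: Single-point compound dose | Signal: Bottom-read fluorescence, 550/595 nm | Read-out: Retained DiI signal reflecting DiI-HDL uptake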
# DSG3 Ab inh – human desmoglein-3 autoantibody binding inhibition | DSG3-coupled beads, scFv-anti-DSG3-GFP binding, flow cytometry; stronger effect = lower value | AID 588358 | P32926 | hit rate 0.48% among 310,000 | binding (percent of control), % at 10 µM;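 active = binding more than 3 SD below its plate's average and above zero; inconclusive = below that plate limit but binding exactly zero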;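 also: hits lower antibody fragment binding to DSG3; some compounds called inactive have numbers as strong as hits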
# * marks the source's active call; other numbers are inactive results; ? = inconclusive; / = not tested or not shown. Random draw from the library. Share with any hit: about 4.7%.
SMILES,CDK5 p35 inh,PKA-R1A activ,MITF TRPM1 HTS,dFosB activator,NSD2 inh,Mot1-301 SUMO,Arrestin-AP2 inh,SR-BI DiI inh,PKA-R2B activ,SR-BI uptake up,DSG3 Ab inh
Cc1ccc(Cl)cc1NC(=S)N(CCCN1CCN(C)CC1)Cc1cccs1,0.1,-8.7,-0.2,0.8,3.7,20.5,24.2,-20.4,-8.0,20.4,92.8
O=CNCC(=O)NCCc1ccc(Cl)cc1,-0.4,-3.4,0.6,0.5,-0.2,70.0,-8.4,-27.4,-11.0,27.4,101.6
O=C(CSc1nnc(NC2CCCCC2)s1)NN1C(=O)NC2(CCCCC2)C1=O,-0.3,-2.6,5.0,-4.6,-3.7,10.1,22.7,/,-3.8,/,105.5
c1ccc(Cn2nnc3c(NCC4CCCO4)ncnc32)cc1 (configuration not stated),0.9,1.9,1.6,-7.7,-3.4,18.0,-8.9,-13.0,-6.9,13.0,93.7
COCCCNc1oc(-c2cccs2)nc1S(=O)(=O)c1ccc(C)cc1,-0.6,-0.6,-4.3,-2.4,-1.2,6.9,4.1,-21.8,0.9,21.8,117.0
COc1ccc(NC(=O)c2sccc2C)cn1,3.3,-9.6,37.7,-5.1,8.5,1.5,36.0,4.0,-1.3,-4.0,103.9
CCn1ncc2c1C(=O)NC1c3ccccc3C(=O)N21 (configuration not stated),0.6,5.4,14.2,-12.8,-0.9,3.8,-10.5,-2.0,1.9,2.0,105.2
O=C(CN1c2cccc3cccc(c23)S1(=O)=O)Nc1c(F)c(F)c(F)c(F)c1F,3.4,-0.6,7.6,-1.5,-2.5,3.1,5.0,-16.0,-12.9,16.0,/
O=C(c1cccc(Cl)c1)N1CCN(CCCc2ccccc2)CC1,-0.5,1.7,17.0,-16.0,2.7,15.8,24.2,-37.0,9.0,37.0,107.5
CC(=O)N(C(C)=O)n1c(C)nc2sc3c(c2c1=O)CCCC3,0.7,-9.0,27.8,-1.3,2.8,-8.0,-9.9,-4.1,-13.9,4.1,93.2
O=C(Nc1cccc(S(=O)(=O)NC2=NCCC2)c1)c1cc(=O)[nH]c2ccccc12,-1.7,1.8,0.4,-3.8,-0.5,12.4,-9.4,-8.6,-4.4,8.6,96.9
COc1ccc(N)c2c1C(=O)c1ccccc1C2=O,5.5,-16.8,10.5,-25.8,/,-18.2,7.4,18.3,4.2,-18.3,125.2
CC1=C(C(=O)OCC2CCCO2)C(c2coc3ccc(Cl)cc3c2=O)C2=C(CCCC2=O)N1 (configuration not stated),0.2,-8.7,-18.4,-5.6,3.4,36.5,5.1,-21.0,-7.0,21.0,99.4
CC(C)(C)SCCNC(=O)c1cccc([N+](=O)[O-])c1,0.0,3.6,15.5,3.1,-1.8,-11.2,27.9,4.5,-15.2,-4.5,/
COc1ccc(NC(=O)CSCC(=O)N(C)Cc2ccc(Cl)c(Cl)c2)cc1,-0.4,-2.6,4.1,-6.3,-2.7,4.0,-2.9,7.5,9.1,-7.5,/
Cc1noc(C)c1COc1ccc(C(=O)N2CCC(C)CC2)cc1,0.4,0.1,9.6,-10.4,0.0,-12.6,-5.1,5.1,-14.3,-5.1,102.2
Cc1c(NC(=O)c2cc(=O)[nH]c3ccccc23)c(=O)n(-c2ccccc2)n1C,4.0,-9.7,4.1,-7.8,-0.3,13.3,5.1,-26.7,1.3,26.7,94.0
COC(=O)c1ccc(C(=O)NC2CC(C)(C)Cc3c2cnn3-c2ccc(F)cc2)nc1 (configuration not stated),-1.6,-0.8,-9.0,-7.2,-4.1,-3.1,-0.9,35.3,8.1,-35.3,98.8
Cc1ccc(NC(=S)N2CCCCC2)cc1C,0.0,0.1,16.9,-5.3,-1.6,23.2,-16.6,-150.6,5.0,?,107.3
Cc1cc(-c2ccccc2)cc(=O)[nH]1,0.5,-14.7,-0.5,-2.3,-1.8,/,2.3,5.4,3.4,-5.4,89.6
O=C(O)CC(CP(=O)(c1ccccc1)c1ccccc1)C(=O)O (configuration not stated),0.3,-11.1,-14.5,2.3,-0.7,-3.9,6.7,-15.1,-8.1,15.1,97.7
O=C(CCC(=O)Nc1ccccc1Cl)N/N=C/c1c[nH]c2ccccc12,1.1,-3.9,-9.4,-12.7,-5.8,-8.7,/,19.9,-9.1,-19.9,102.3
COc1cc(N=c2c([N+](=O)[O-])nn(-c3ccc4c(c3)OCCO4)n2O)cc(OC)c1,-0.8,-5.3,12.3,-1.8,0.2,274.1*,2.2,31.4,-3.7,-31.4,98.2
COC(=O)[C@H](C)N(Cc1ccc(Cl)c(Cl)c1)S(=O)(=O)CCNC1CCCC1,-0.5,-4.4,22.8,-6.1,/,/,0.5,-4.1,-2.4,4.1,97.5
COc1ccc2oc(=O)c(C(=O)Nc3ccccc3O)cc2c1,-1.2,1.0,54.8,6.7,/,42.7,-10.3,/,6.2,/,84.2

# Other results follow:
SMILES,CDK5 p35 inh,PKA-R1A activ,MITF TRPM1 HTS,dFosB activator,NSD2 inh,Mot1-301 SUMO,Arrestin-AP2 inh,SR-BI DiI inh,PKA-R2B activ,SR-BI uptake up,DSG3 Ab inh
O=C(Nc1ncccc1Cl)c1cc2ccccc2o1,-2.8,-16.1,51.1,-10.7,-2.7,0.7,-7.5,3.4,-10.1,-3.4,101.3
CC(=O)Nc1ccc(C(=S)NCc2ccco2)cc1,4.2,-12.4,/,-6.4,2.8,-5.9,4.3,-3.6,-15.2,3.6,111.8
COc1ccc(NS(=O)(=O)c2ccc3[nH]c(=O)[nH]c3c2)cc1OC,-6.4,-7.2,6.6,-4.9,3.0,163.8,7.1,/,-6.8,/,117.8
CCC(=O)c1c(NCCc2ccccc2)cc(C)oc1=O,0.2,-5.2,4.4,4.5,-0.8,-9.2,4.4,23.2,-5.9,-23.2,111.2
COc1ccc2nc(N3CCOCC3)cc(C)c2c1,2.0,-7.5,58.3,2.0,/,188.3,4.7,-24.1,-10.8,24.1,99.4
CCOC(=O)c1c(NC(=O)c2ccc(N3C(=O)C4C5C=CC(C5)C4C3=O)cc2)sc2c1CCCC2 (configuration not stated),-0.6,2.8,/,0.3,5.9,-6.5,1.3,26.2,-2.3,-26.2,/
Cc1ccccc1S(=O)(=O)NC(=NCc1ccc(F)cc1)c1ccccc1,-0.1,-1.1,5.5,-6.4,-1.7,6.0,-5.4,-14.9,7.4,14.9,91.4
COc1ccc(C(=O)NNC(=O)C(=O)N2CCCCC2)cc1OC,-1.0,2.9,12.4,-10.3,-0.4,36.6,-0.2,-17.9,-0.3,17.9,/
CC(=O)Nc1ccc(NC(=O)C(C)OC(=O)c2c(C)nn(-c3ccccc3)c2Cl)cc1 (configuration not stated),-0.2,4.5,-7.4,-6.6,-0.5,9.9,-5.5,20.5,-2.9,-20.5,108.0
CC1CN(C2CCN(C(=O)c3cccc(Cl)c3)CC2)CC(C)O1 (configuration not stated),-2.2,-12.3,1.3,2.4,-0.2,239.0,-10.2,/,-3.0,/,104.4
CC(C)(C)Sc1ccc2nc3c(n2c1)CCCC3,-1.6,1.1,17.3,-2.1,2.8,8.1,0.1,19.7,-6.3,-19.7,109.7
COC(=O)C1=C(C)N(Cc2ccc(C)cc2)C(=O)/C1=C\c1cc(OC)c(OC)c(OC)c1,-2.5,2.5,-7.7,-14.1,1.4,3.8,4.2,-20.9,-3.4,20.9,88.9
C[C@@H](NC(=O)[C@@H]1Cc2ccccc2CN1C(=O)OC(C)(C)C)C(=O)NCc1ccco1,0.3,-2.7,0.1,-8.2,-1.2,-2.6,-0.4,-17.1,-2.0,17.1,109.3
CCc1ccc(OCc2nnc(SCc3ccc(C(=O)O)cc3)o2)cc1,-0.8,7.2,-13.6,3.6,1.6,-7.5,1.4,-2.0,-3.4,2.0,96.6
COc1ccc(NC(=O)COc2cccc3c2CCNC3=O)cc1,0.9,-8.4,5.3,-2.8,-2.0,/,-18.4,19.7,1.3,-19.7,100.6
COC(=O)c1c(NC(=O)/C=C/C(=O)O)sc(Cc2ccccc2)c1C,-0.2,-2.2,-16.5,3.4,16.4,1.9,-1.2,-12.7,-4.7,12.7,112.5
CN1/C(=C\C(=O)Nc2ccc(F)cc2)C(C)(C)c2ccccc21,-1.6,4.9,-3.7,-10.4,0.4,2.4,8.9,3.0,5.2,-3.0,103.9
C=CCNCCCCOc1ccc(C)cc1[N+](=O)[O-],1.9,-6.9,0.5,0.0,0.4,3.7,4.3,2.4,-6.0,-2.4,96.6
CCc1cc2c(=O)c(-c3ccc4c(c3)OCCO4)coc2cc1OS(C)(=O)=O,-2.4,-14.4,?,-7.6,-2.0,13.8,-1.0,74.6*,-8.2,-74.6,90.6
Cc1cccc(C)c1Nc1nnc(SCC(=O)Nc2cc(S(=O)(=O)N3CCCCC3)ccc2Cl)s1,2.2,0.4,2.4,-4.4,-2.0,19.1,0.4,24.3,-0.8,-24.3,/
OCC1(Cc2cccc(C(F)(F)F)c2)CCN(Cc2cc(F)cc(F)c2)CC1,-4.1,0.1,-2.4,-13.3,-6.3,9.0,11.3,-12.3,-5.5,12.3,104.6
Cc1ccc(C(c2sc3nc(C)nn3c2O)N2CCN(c3ccccc3F)CC2)cc1 (configuration not stated),-1.6,-20.2,-1.5,-13.9,-2.8,-8.5,-1.2,-22.7,-5.8,22.7,95.8
O=C(Cn1cnc2ccccc2c1=O)NCC1COc2ccccc2O1 (configuration not stated),-2.0,-7.1,8.7,-5.7,0.1,-6.1,15.7,-12.6,9.8,12.6,103.5
O=Cc1ccc(N2N=C(c3ccccc3)CC2c2ccccc2)cc1 (configuration not stated),-0.4,12.6,-12.1,-8.1,-9.4,9.2,9.2,12.4,5.6,-12.4,/
c1cc2c(cc1CN1CCN(C3CCCCCC3)CC1)OCO2,0.9,-2.5,-7.1,-3.5,-0.3,-16.0,-8.7,-1.4,-6.1,1.4,98.8
COc1ccc(/C=C/C(=O)Nc2ccccc2Cl)cc1S(=O)(=O)N1CCOCC1,-0.2,-15.9,8.4,1.0,7.1,0.1,30.8,37.3,-8.0,-37.3,89.9
